KCNK9 block = inhibitors of human KCNK9 two-pore domain potassium channel; HEK293 KCNK9, FluxOR thallium flux fluorescence; active compounds read low; B-score at 10 µM; actives 1.2% (n = 310,000); AID 488922;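 active = ratio B-score over 3 SD below the library mean, with starting fluorescence within 5 SD of its mean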;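 note: negative B-score means less thallium flux so channel inhibition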
hERG rescue = compounds protecting human hERG from proarrhythmic drug block; CHO-hERG, FluxOR thallium flux, dofetilide IC70 present; AID 1511; actives 0.51% (n = 310,000); activation (rescue from dofetilide block), less the hit threshold, % at 10 µM;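 active = activation above the mean of controls blocked by dofetilide plus 5 SD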;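 note: thallium influx through hERG after potassium depolarization seen as dye fluorescence rise; in these data hits start at about 4.7%; inactives centre near -7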
TRPC4 potent = allosteric potentiators of mouse TRPC4 channel; Q9QUQ5; HEK293 TRPC4beta/mu-opioid, DAMGO EC20, Fluo-4 Ca2+ flux; active compounds read high; B-score at 10 µM; actives 0.42% (n = 310,000); AID 2227;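 active = B-score of calcium response area above 5 SD of library B-scores, with initial fluorescence ratio within 5 SD of library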;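 note: B-score of integrated fluorescence ratio over time as area under calcium response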
KCNQ1 inh = inhibitors of human KCNQ1 potassium channel. P51787. actives 1.3% (n = 310,000). B-score at 10 µM. CHO-K1 KCNQ1, FluxOR thallium flux fluorescence; active compounds read high. AID 2642;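 active = compounds whose thallium flux B-score, printed positive for inhibition, exceeds three library SD while starting fluorescence stays within three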;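 note: channel opened by potassium depolarization with thallium stimulus after 20 min compound exposure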
Target sequence (P51787 whole entry, looked up): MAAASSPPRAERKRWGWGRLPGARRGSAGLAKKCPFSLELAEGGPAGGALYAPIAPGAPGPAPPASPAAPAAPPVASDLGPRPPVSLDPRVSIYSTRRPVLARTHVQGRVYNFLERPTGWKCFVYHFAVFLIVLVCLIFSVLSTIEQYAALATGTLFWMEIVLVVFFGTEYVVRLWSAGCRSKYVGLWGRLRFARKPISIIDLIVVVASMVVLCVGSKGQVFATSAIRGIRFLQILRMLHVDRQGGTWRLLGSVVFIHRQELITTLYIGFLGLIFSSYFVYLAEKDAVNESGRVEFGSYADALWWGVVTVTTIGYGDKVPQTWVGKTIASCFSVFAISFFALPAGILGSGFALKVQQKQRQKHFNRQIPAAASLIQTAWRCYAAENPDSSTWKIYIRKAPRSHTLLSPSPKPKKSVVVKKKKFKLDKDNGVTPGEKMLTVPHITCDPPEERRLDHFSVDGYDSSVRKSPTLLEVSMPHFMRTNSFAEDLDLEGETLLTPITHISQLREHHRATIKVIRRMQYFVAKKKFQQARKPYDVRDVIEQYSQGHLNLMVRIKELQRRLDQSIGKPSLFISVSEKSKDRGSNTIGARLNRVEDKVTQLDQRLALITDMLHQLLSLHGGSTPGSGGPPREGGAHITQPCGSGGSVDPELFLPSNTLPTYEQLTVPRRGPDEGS
TRPC4 act = opens the mouse TRPC4 cation channel; actives 0.49% (n = 310,000); HEK293 TRPC4beta/mu-opioid, Fluo4 calcium fluorescence; active compounds read high; B-score at 10 µM; Q9QUQ5;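 active = B-score above 5 SD of library B-scores, and initial fluorescence ratio not above library mean plus 5 SD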;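 note: positive B-score marks a calcium rise read as TRPC4 activation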
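system = HEK293 cells stably co-expressing mouse TRPC4beta and mu-opioid receptor | schedule = Fluo4 dye loading 45 min at room temperature, 110 s recording | measure = B-scored integrated calcium fluorescence ratio | signal = Fluo4 calcium-sensitive dye fluorescence, kinetic, 1 Hz baseline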
TRPC4 inh = inhibitors of mouse TRPC4 channel; Q9QUQ5; HEK293 TRPC4beta/mu-opioid, DAMGO-evoked Fluo4 calcium flux; active compounds read low; B-score at 10 µM; actives 0.39% (n = 300,000); AID 2247;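 active = B-score over 3 SD under the library average, no early fluorescence shift, positive overall ratio signal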
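Assay system: HEK293 cells with stable TRPC4beta plus mu-opioid receptor expression; Probe or stimulus: DAMGO in two steps, submaximal then maximal; Dosing: single-point compound dosing; Measured by: Fluo4 calcium-dye fluorescence, kinetic read; Read-out basis: B score from integrated Fluo4 fluorescence ratio.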
PolyA inh = yeast polyadenylation inhibition. S. cerevisiae SKY197-pL101 polyadenylation reporter, beta-gal luminescence; efflux-impaired pdr1/pdr3 knockout yeast; score 100 = 6 SD above DMSO. calls only at 12 µM. actives 0.02% (n = 300,000). AID 1875;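 active = lowest replicate activity score at least 50, where 100 means six control SD above control mean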;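 note: yeast exposed to compound for 9 h at 30 °C; higher score means more reporter readthrough which indicates perturbed polyadenylation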
KCNQ1 act = potentiators or activators of human KCNQ1 potassium channel. CHO-K1 KCNQ1, thallium flux FluxOR fluorescence; active compounds read high. B-score at 10 µM. actives 0.35% (n = 310,000);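 active = fluorescence ratio B-score, a plate-corrected score, at least three library SD, with initial intensity B-score within 5 SD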
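Assay system: stable KCNQ1 CHO-K1 line; medium: assay buffer, equal DMSO in all wells; timing: 90 min dye loading and 20 min compound exposure, both at room temperature; technique: kinetic FluxOR thallium fluorescence, 10-s 1-Hz baseline, 110-s post-stimulus read; read-out basis: B score of baseline-normalized fluorescence ratio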
KCNK3 inh = human KCNK3 channel inhibition, primary screen; CHO-KCNK3 thallium flux, FluxOR fluorescence; active compounds read low; B-score at 10 µM; actives 0.84% (n = 340,000); AID 602410;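 active = B-score under library mean minus 4 SD, starting fluorescence ratio at most library mean plus 5 SD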;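 note: more negative B-score means stronger inhibition of thallium flux through KCNK3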
Target sequence (O14649 whole entry, looked up): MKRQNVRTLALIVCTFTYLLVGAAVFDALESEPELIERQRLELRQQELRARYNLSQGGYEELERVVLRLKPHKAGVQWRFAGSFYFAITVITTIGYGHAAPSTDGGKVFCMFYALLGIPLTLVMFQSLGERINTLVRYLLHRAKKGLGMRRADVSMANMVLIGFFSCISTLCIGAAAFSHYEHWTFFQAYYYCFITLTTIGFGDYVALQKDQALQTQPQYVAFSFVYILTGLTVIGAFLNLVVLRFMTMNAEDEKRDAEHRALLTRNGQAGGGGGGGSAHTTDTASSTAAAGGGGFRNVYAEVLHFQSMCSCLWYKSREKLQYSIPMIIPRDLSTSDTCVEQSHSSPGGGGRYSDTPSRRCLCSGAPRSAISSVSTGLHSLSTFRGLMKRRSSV
DYRK1A inh = Dyrk1A (rat) kinase inhibition. Q63470. ADP-Glo luminescence, NFATc1 peptide. inhibition, % at 12.5 µM. actives 0.43% (n = 310,000); in the data active = inhibition above about 50%;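 note: plate controls were vehicle with enzyme for no effect and no enzyme for full effect; many of its hits are not listed in these tables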
Platelet DG rel = platelet dense granule release activity; human platelet-rich plasma, SFLLRN dense granule ATP release, luminescence; inhibition, %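 (compounds screened at 7.5 µM in platelet-rich plasma)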; actives 0.22% (n = 300,000); AID 1663;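 active = mean replicate score, as percent of positive control, at or above 50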
* marks the source's active call; other numbers are inactive results; i = inactive; / = no result given.

SMILES | KCNK9 block | hERG rescue | TRPC4 potent | KCNQ1 inh | TRPC4 act | TRPC4 inh | PolyA inh | KCNQ1 act | KCNK3 inh | DYRK1A inh | Platelet DG rel
CC(=O)c1sc(Nc2cccc(C)c2)nc1C | i | -10 | i | i | i | i | i | i | i | -5 | -2
CCNc1nc(NC(C)CC)nc(Oc2ccc(OCC)nn2)n1 (centres undefined) | i | -11 | i | i | i | i | i | i | i | 2 | -4
Cc1cc(Cl)cc(Cl)c1OCCOc1cccc2cccnc12 | i | -3 | i | i | i | i | i | i | i | 5 | 6
O=C(CSc1nnc(Nc2ccccc2F)s1)c1cc2ccccc2o1 | i | -6 | i | i | i | i | i | i | i | -2 | 5
COc1cccc(-n2c(SCC(=O)O)nnc2-c2cccnc2)c1 | i | -6 | i | i | i | i | i | i | i | 2 | 7
COc1ccc(CN(C(=O)c2nsc(Cl)c2Cl)C(C(=O)NC2CCCC2)c2ccc(OC)cc2)cc1 (centres undefined) | i | -12 | i | i | i | i | i | i | i | -1 | 0
CCOCCCNC(=O)CCn1ccc2cc(S(=O)(=O)N3CCCC3)ccc21 | i | -3 | i | i | i | i | i | i | i | 3 | -2
COC(=O)c1cn(C(=O)c2ccccc2F)nc1N | i | -9 | i | i | i | i | i | i | i | 0 | -4
Cc1ccc(N(CC(=O)NCc2ccc(Cl)cc2)S(C)(=O)=O)cc1 | i | -4 | i | i | i | i | i | i | i | -3 | -3
Cc1ccc(CNc2nc(C)cs2)cc1 | i | -6 | i | i | i | i | i | i | i | 7 | -6
CC(C)(C)NC(=O)C(=O)NNC(=O)COc1ccccc1 | i | -2 | i | i | i | i | i | i | i | 1 | -13
O=C(COC(=O)c1cc([N+](=O)[O-])ccc1N1CCOCC1)Nc1ccc(Cl)cc1 | i | -14 | i | i | i | i | i | i | i | 6 | 22
CCn1c(SCc2ccc(F)cc2)nnc1C1CCN(S(=O)(=O)c2ccc(OC)cc2)CC1 | i | -10 | i | i | i | i | i | i | i | 4 | 0
CC(C)(C)c1cc(N)n(-c2ccc(C(=O)O)cc2)n1 | i | -4 | i | i | i | i | i | i | i | -8 | 4
N#C/C(=C\c1ccc(-c2ccccc2[N+](=O)[O-])o1)C(=O)Nc1nc(-c2cccs2)cs1 | i | 12* | i | i | i | i | i | i | i | 6 | 0
O=C(CN(C(=O)CCC(=O)Nc1ccccn1)c1ccc(F)cc1)NCc1ccc(F)cc1 | i | -8 | i | i | i | i | i | i | i | -1 | -15
Cc1noc(C)c1CSc1nc2ccccc2n1CCc1ccccc1 | i | -15 | i | i | i | i | i | i | i | -8 | 21
COc1ccc(NC(=S)N2CCN(c3ccccn3)CC2)cc1 | i | -6 | i | i | i | i | i | i | i | -7 | 1
CS(=O)(=O)N(CC(=O)Nc1ccc(S(=O)(=O)N2CCOCC2)cc1)c1ccccc1Cl | i | -8 | i | i | i | i | i | i | i | 13 | 1
O=c1c2ccccc2cnn1Cc1n[nH]c(=S)n1-c1ccccc1 | i | -9 | i | i | i | i | i | i | i | -1 | -13
Cc1ccccc1N(Cc1cc(=O)[nH]c2ccccc12)C(=O)C(C)C | i | -4 | i | i | i | i | i | i | i | 1 | 0
Cc1c(Cl)cccc1NC(=O)CCN1CCCCC1 | i | -4 | i | i | i | i | i | i | i | 3 | -2
COc1ccc(-c2cc(C(=O)N3CCCCCC3)no2)cc1 | i | -6 | i | i | i | i | i | i | i | 2 | -1
O=C(CSc1nc2ccccc2c(=O)[nH]1)NCc1ccc(Cl)cc1 | i | -11 | i | i | i | i | i | i | i | 11 | 8

3 records picked at random from those above:
SMILES | KCNK9 block | hERG rescue | TRPC4 potent | KCNQ1 inh | TRPC4 act | TRPC4 inh | PolyA inh | KCNQ1 act | KCNK3 inh | DYRK1A inh | Platelet DG rel
Cc1ccccc1N(Cc1cc(=O)[nH]c2ccccc12)C(=O)C(C)C | i | -4 | i | i | i | i | i | i | i | 1 | 0
N#C/C(=C\c1ccc(-c2ccccc2[N+](=O)[O-])o1)C(=O)Nc1nc(-c2cccs2)cs1 | i | 12* | i | i | i | i | i | i | i | 6 | 0
Cc1c(Cl)cccc1NC(=O)CCN1CCCCC1 | i | -4 | i | i | i | i | i | i | i | 3 | -2

Other compounds follow.
SMILES | KCNK9 block | hERG rescue | TRPC4 potent | KCNQ1 inh | TRPC4 act | TRPC4 inh | PolyA inh | KCNQ1 act | KCNK3 inh | DYRK1A inh | Platelet DG rel
Nc1c(C(=O)Nc2ccccc2F)sc2nc(Cc3ccccc3)cc(C(F)(F)F)c12 | i | -9 | i | i | i | i | i | i | i | -3 | -6
N#Cc1cc([N+](=O)[O-])ccc1NCCN1CCOCC1 | i | -7 | i | i | i | i | i | i | i | 2 | 3
Nc1ncc2c(n1)CCN(c1ccc([N+](=O)[O-])cc1)C2 | i | -4 | i | i | i | i | i | i | i | -3 | 8
CCOC(=O)c1cnc2c(C)c(Cl)ccc2c1N1CCOCC1 | i | -4 | i | i | i | i | / | i | i | 6 | 17
O=C(CCn1nnc2ccccc21)OCC(=O)c1ccc([N+](=O)[O-])cc1 | i | -4 | i | i | i | i | i | i | i | -7 | 1
COc1cccc(C(C2=C(O)CC(C)(C)CC2=O)C2C(=O)CC(C)(C)CC2=O)c1 (centres undefined) | i | -10 | i | i | i | i | i | i | i | -2 | -12
CCOC(=O)C(C)(C)Oc1cccc2c1S(=O)(=O)c1ccccc1-2 | i | -10 | i | i | i | i | i | i | i | 9 | -13
Cc1nc2ccccc2c(=O)n1NC(=O)c1ccccc1F | i | -3 | i | i | i | i | i | i | i | -2 | -4
CCSc1nnc(C)c2ccccc12 | i | -10 | i | i | i | i | i | i | i | 7 | -2
CCCn1c(C(C)C)n[nH]c1=S | i | -11 | i | i | i | i | i | i | i | -2 | 7
CCCN1Cc2cccc(C(=O)Nc3ccc4c(c3)OCO4)c2C1=O | i | -4 | i | i | i | i | i | i | i | 7 | -1
O=C(COC(=O)c1ccc(S(=O)(=O)Nc2ccccc2)cc1)NC1CCCC1 | i | -11 | i | i | i | i | i | i | i | -3 | 4
Cc1ccc(N(C(=O)c2csnn2)C(C(=O)NCc2ccccc2)c2ccccn2)cc1 (centres undefined) | i | -9 | i | i | i | i | i | i | i | -5 | -2
O=C(c1c[nH]c2ccc(S(=O)(=O)N3CCOCC3)cc2c1=O)N1CCCC1 | i | -5 | i | i | i | i | i | i | i | -14 | -1
O=c1c2ccccc2cnn1CCOc1ccccc1 | i | -7 | i | i | i | i | i | i | i | 2 | 3
COc1cc(/C=C/C(=O)OCC(=O)Nc2nnc(-c3ccccc3)o2)cc(OC)c1OC | i | -9 | i | i | i | i | i | i | i | -1 | 2
Cc1cccnc1NC(=O)C1CCN(S(=O)(=O)c2cccs2)CC1 | i | 1 | i | i | i | i | i | i | i | -4 | 3
COc1ccccc1CNS(=O)(=O)c1c(C)[nH]c(C)c1C(=O)N1CCCC1 | i | -6 | i | i | i | i | i | i | i | -1 | 1
CCOC(=O)C(CSCC(=O)c1ccc(Cl)cc1)NC(=O)OC(C)(C)C (centres undefined) | i | -8 | i | i | i | i | i | i | i | -7 | 19
CC(C(=O)c1ccc(-c2ccccc2)cc1)[n+]1cccc(NC(=O)c2ccccc2)c1 (centres undefined) | i | -17 | i | i | i | i | i | i | i | 33 | 4
N/C(=N\OC(=O)c1ccc(Cl)cc1)c1ccc(Cl)cc1 | i | -8 | i | i | i | i | i | i | i | -4 | 7
CCOC(=O)c1cc(C)n(S(=O)(=O)c2ccc(C)cc2)c1C | i | -16 | i | i | i | i | i | i | i | -1 | -6
O=[N+]([O-])c1ccc(OCCOc2ccccc2/C=N/n2cnnc2)cc1 | i | -7 | i | i | i | i | i | i | i | -1 | 4
CCc1nc2ccccc2c2nc3ccccc3n12 | i | -9 | i | i | i | i | i | i | i | -1 | 0
O=C(CNC(=S)N(CCCN1CCOCC1)Cc1cccs1)NC1CCCCC1 | i | -14 | i | i | i | i | i | i | i | 10 | 6
Clc1cccc(-c2nc(NCC3CCCO3)c3ccccc3n2)c1 (centres undefined) | i | -18 | i | 6* | i | i | i | i | -10* | 0 | -3
Cn1c(-c2cc3c(C(F)(F)F)nn(C)c3s2)n[nH]c1=S | i | -8 | i | i | i | i | i | i | i | 11 | 0
CCCCOC(=O)CCc1n[nH]c(=O)[nH]c1=O | i | -11 | i | i | i | i | i | i | i | -4 | 6
Cc1ccc(S(=O)(=O)N2CCN(S(=O)(=O)N3CCOCC3)CC2)c(C)c1 | i | -5 | i | i | i | i | i | i | i | 8 | -1
OC(CSc1ccc(F)cc1)CN1CCN(c2ccccc2)CC1 (centres undefined) | i | -4 | i | i | i | i | i | i | i | 1 | -4
Cc1cc(OCC(=O)N2CCN(c3ccccn3)CC2)c(C)cc1Br | i | -8 | i | i | i | i | i | i | i | -2 | -7
COc1ccc(S(=O)(=O)N2CCCC2C(=O)NCc2cccs2)cc1 (centres undefined) | i | -5 | i | i | i | i | i | i | i | 2 | 3
CCOCCCNCc1ccc(OCc2ccccc2Cl)cc1 | i | -6 | i | i | i | i | i | i | i | -3 | 4
CCn1c(=O)n(CC)c2cc(N3CCCC3)c(NC(=O)c3ccc(OC)c(Br)c3)cc21 | i | -10 | i | i | i | i | i | i | i | 2 | 4
O=C(O)CCc1nnc(SCC(=O)Nc2cccc(C(F)(F)F)c2)[nH]c1=O | i | -6 | i | i | i | i | i | i | i | -5 | -3

Full records, quoted from the list.
Cc1cc(OCC(=O)N2CCN(c3ccccn3)CC2)c(C)cc1Br as listed: KCNK9 block = i; hERG rescue = -8; TRPC4 potent = i; KCNQ1 inh = i; TRPC4 act = i; TRPC4 inh = i; PolyA inh = i; KCNQ1 act = i; KCNK3 inh = i; DYRK1A inh = -2; Platelet DG rel = -7
CCn1c(=O)n(CC)c2cc(N3CCCC3)c(NC(=O)c3ccc(OC)c(Br)c3)cc21 as listed: KCNK9 block = i; hERG rescue = -10; TRPC4 potent = i; KCNQ1 inh = i; TRPC4 act = i; TRPC4 inh = i; PolyA inh = i; KCNQ1 act = i; KCNK3 inh = i; DYRK1A inh = 2; Platelet DG rel = 4

These rows are one share of the data; count on the stated rates, not on these rows.
